# Bioassay records from PubChem.
# TEAD-YAP inh: TEAD-YAP interaction inhibition, primary screen, TEAD-YAP interaction inhibitor project, luminescence, HEK-TIYL cells; TEAD-Gal4/YAP UAS-luciferase luminescence; inhibition, % at 9.12 µM; actives 1.4% (n = 640,000); AID 1259422, 2018; in the data active = inhibition above about 32%;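 also: 0% = median of test compound wells and 100% = reference inhibitor wells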
# MITF primary: MITF inhibitors, primary screen, biochemical, AlphaScreen, human; AlphaScreen MITF homodimerization, bead proximity signal; inhibition, % at 2.6 µM; actives 0.91% (n = 650,000); AID 1259374, 2018; in the data active = inhibition above about 50%;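 also: 0% = vehicle wells with protein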
# GPR151 activ: activators of human GPR151, primary screen, cell-based, PathHunter beta-arrestin, luminescence | activation, % at 11.2 µM | PathHunter beta-arrestin GPR151 cells | G-protein coupled receptor 151 (Homo sapiens), Q8TDV0 | actives 1% (n = 650,000); in the data active = activation above about 4.9%;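 also: 0% = median of compound wells and 100% = cells with positive control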
# Target sequence (Q8TDV0 whole entry, looked up): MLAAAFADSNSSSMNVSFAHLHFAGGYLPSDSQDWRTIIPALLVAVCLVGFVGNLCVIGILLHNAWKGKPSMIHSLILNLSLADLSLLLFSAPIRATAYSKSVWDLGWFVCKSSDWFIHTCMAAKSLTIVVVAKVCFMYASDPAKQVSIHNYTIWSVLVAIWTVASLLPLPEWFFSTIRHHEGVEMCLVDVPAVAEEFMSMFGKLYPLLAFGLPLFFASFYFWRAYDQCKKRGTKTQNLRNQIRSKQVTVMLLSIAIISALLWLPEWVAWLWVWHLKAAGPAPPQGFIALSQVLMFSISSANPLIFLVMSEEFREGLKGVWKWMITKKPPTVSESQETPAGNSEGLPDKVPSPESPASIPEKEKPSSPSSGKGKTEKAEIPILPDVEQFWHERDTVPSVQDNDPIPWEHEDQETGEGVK
# FBW7 act: FBW7 E3 ligase activators, primary screen, biochemical, AlphaScreen, human; actives 0.13% (n = 650,000); F-box/WD repeat-containing protein 7 (Homo sapiens), Q969H0; AlphaScreen FBW7–phospho-cyclin E peptide binding, activator screen; normalized activity (activation), % at 26.1 µM; in the data active = normalized activity above about 1.9%;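 also: purified mutant Fbw7 with reduced substrate affinity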
# Target sequence (Q969H0 whole entry, looked up): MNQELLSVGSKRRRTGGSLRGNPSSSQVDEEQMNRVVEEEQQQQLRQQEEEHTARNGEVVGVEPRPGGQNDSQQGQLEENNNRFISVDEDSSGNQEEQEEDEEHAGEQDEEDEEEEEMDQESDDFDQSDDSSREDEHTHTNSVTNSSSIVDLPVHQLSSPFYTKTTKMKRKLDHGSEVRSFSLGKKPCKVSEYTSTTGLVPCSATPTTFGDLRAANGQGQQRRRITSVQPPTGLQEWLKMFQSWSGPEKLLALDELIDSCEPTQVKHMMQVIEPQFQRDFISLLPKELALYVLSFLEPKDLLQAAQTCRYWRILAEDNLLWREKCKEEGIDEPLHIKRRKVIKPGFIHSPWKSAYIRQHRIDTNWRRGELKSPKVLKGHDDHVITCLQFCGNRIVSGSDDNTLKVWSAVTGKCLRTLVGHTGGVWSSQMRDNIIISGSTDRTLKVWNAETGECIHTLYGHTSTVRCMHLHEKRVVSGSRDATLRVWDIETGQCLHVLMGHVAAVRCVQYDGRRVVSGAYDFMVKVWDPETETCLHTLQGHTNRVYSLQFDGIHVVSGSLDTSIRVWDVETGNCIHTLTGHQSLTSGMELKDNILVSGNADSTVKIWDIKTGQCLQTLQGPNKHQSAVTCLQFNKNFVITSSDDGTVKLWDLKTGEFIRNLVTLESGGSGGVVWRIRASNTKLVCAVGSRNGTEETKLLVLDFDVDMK
# Numbers without * were called inactive.
SMILES,TEAD-YAP inh,MITF primary,GPR151 activ,FBW7 act
CCCCC(NC1=C(Cl)C(=O)c2ccccc2C1=O)C(=O)O (stereo unspecified),-12,12,0.2,-0.2
O=C1c2ccccc2C(=O)N1c1ccc(Cl)cc1[N+](=O)[O-],-7,24,-0.6,0.6
CN(C)c1ncc2c(n1)CC(c1ccc(C(C)(C)C)cc1)CC2=O (stereo unspecified),3,1,-0.7,0.2
Clc1ccc2c(c1)CC(c1nc3ccc(-c4cn[nH]c4)cc3s1)CO2 (stereo unspecified),-9,8,-1.2,-0.1
CCOC(=O)c1c(NC(=O)c2onc(C)c2Cl)sc(C)c1C,-3,6,1.0,1.2
O=C(O)CSc1n[nH]c(-c2cccs2)n1,-5,21,-1.2,0.2
O=c1oc2ccccc2cc1-c1cn(-c2ccc(Br)cc2)c(=S)[nH]1,-5,14,-0.2,0.1
O=C(CNS(=O)(=O)c1ccc([N+](=O)[O-])cc1)OCc1ccc(Cl)c(Cl)c1,11,-2,1.7,0.3
CCN1CCN(C(=O)c2ccc(CS(=O)(=O)c3ccccc3C)o2)CC1,-7,7,0.7,-0.1
CNc1nc2c(c(=O)n(C)c(=O)n2C)n1CCCc1ccccc1,31,0,1.6,0.0
C=CCN1C(=O)C(O)(CC(=O)c2ccc(Cl)cc2)c2ccccc21 (stereo unspecified),12,15,-1.0,0.5
Cc1cccc(-c2nc(Cn3c(=O)n(CC4CCCO4)c(=O)c4ccccc43)c(C)o2)c1 (stereo unspecified),-4,12,-1.4,0.0
O=C1NC(=Nc2ccccc2)/C(=C/c2cccs2)S1,-1,9,-2.4,0.8
CC(NC(=O)COc1ccc(S(=O)(=O)NCCc2ccccc2)cc1)c1ccccc1 (stereo unspecified),4,20,0.7,0.1
CN1C(=O)C(C)(C)c2cc(S(=O)(=O)NCC(=O)NCc3ccc(F)cc3)ccc21,23,13,0.2,0.2
OCC(O)C(OC1OC(CO)C(O)C(O)C1O)C(O)c1cnn(-c2ccccc2)n1 (stereo unspecified),15,11,-1.4,0.2
CCSc1nc(O)cc(=O)n1-c1ccccc1OC,10,11,-0.6,0.3
CNC(=O)c1ccccc1-c1nc(-c2ccc(Cl)cc2)no1,-33,8,-1.8,0.0
COc1cc(/C=c2/sc3nc4cc(C)c(C)cc4n3c2=O)cc(Br)c1OCc1ccccc1,-7,5,0.4,0.1
CCCCCSc1nc(C)cc(=O)[nH]1,-3,-2,-2.1,-0.1
COC(=O)C1=C(C)NC(=O)NC1c1ccc(OC)c2ccccc12 (stereo unspecified),10,-2,1.8,0.1
O=S(=O)(c1ccc(Br)s1)N1CCN(c2cccc(C(F)(F)F)c2)CC1,0,-12,-1.1,0.2
CCc1ccc(CNCc2cc(NC(C)=O)cc(C(=O)N3CCN(C)CC3)c2)cc1,0,-9,0.2,-0.1
Cn1c(N/N=C/c2cccnc2)nc2ccccc21,-30,13,0.1,-0.1
Cn1c(=O)[nH]c(=O)c2c1nc(N/N=C\c1cccnc1)n2CC(O)CO (stereo unspecified),13,9,-0.5,0.2
CCC(COC)NC(=O)CCc1nnc(Cc2cccc(C(F)(F)F)c2)o1 (stereo unspecified),-41,-9,-1.4,-0.1
COc1ccccc1NS(=O)(=O)c1cc([N+](=O)[O-])ccc1N/N=C(\C)c1ccccn1,-7,13,-1.0,0.3
O=C(Nc1ccc2oc(-c3ccccc3Cl)nc2c1)c1ccc(Cl)cc1Cl,-1,9,0.9,0.0
CCCCn1c(COc2ccc(Cl)cc2)nnc1SCC(=O)N(C)C,-14,9,-0.5,0.1
CCOC(=O)C1CCCN(C2CCN(CC)CC2)C1 (stereo unspecified),3,3,0.4,0.1
Cc1cccc2c1-c1sc(C(=O)NCCCN3CCCC3)cc1CO2,-5,-34,-0.2,0.1
O=C(CN1c2cccc3cccc(c23)S1(=O)=O)NC1CCCC1,1,3,-1.2,0.0
O=C(Nc1nc2c(s1)CCc1ccccc1-2)c1cc(Cl)ccc1[N+](=O)[O-],-4,7,0.6,0.0
COc1ccc(SCCC(=O)Nc2ccccc2-c2nc3ccccc3s2)cc1,4,-2,1.4,0.1
O=C(NNC(=S)NC1CCCCC1)c1ccccc1O,-7,7,1.6,0.0
O=C(Nc1ncccc1N1CCC2(CC1)OCCO2)c1ccc(Br)o1,-1,0,1.0,-0.1
CN(C)C(=O)CSc1nc2ccc(NC(=O)c3ccccc3)cc2s1,-38,-10,0.8,-0.1
Cn1c(=O)c2c(nc(N3CCNC3=S)n2Cc2ccc(F)cc2)n(C)c1=O,5,1,0.5,0.1
Cc1cccc(C)c1NC(=S)NC(=O)c1ccco1,23,3,2.0,0.0
Cc1ccc(S(=O)(=O)NCC(c2ccccc2)N2CCN(C(CNS(=O)(=O)c3ccc(C)cc3)c3ccccc3)CC2)cc1 (stereo unspecified),-1,-5,0.9,-0.1
Fc1cc(-c2ccnc(Nc3ccc(-c4ncn[nH]4)cc3)n2)cc(N2CCOCC2)c1,74*,1,2.4,0.5
CCc1ccc(C2=NC(C(C)C)NC(c3ccccc3O)C2)cc1 (stereo unspecified),-60,2,0.4,-0.1
CCC(=O)c1ccc(Oc2ccc([N+](=O)[O-])cc2C#N)cc1,4,4,0.7,0.1
CN1CCN(CCCNc2c([N+](=O)[O-])c(=O)oc3ccccc23)CC1,9,4,-0.7,-0.2
CCN(CC)C1=NC(C(F)(F)F)(C(F)(F)F)N=C(c2cccc(Cl)c2)O1,6,2,1.1,-0.1
O=C(COc1ccccc1)N(Cc1ccccc1)c1nnc(-c2cccnc2)s1,-6,-1,1.9,-0.1
COc1ccccc1NC(=O)C1=C(C)NC(SCC(=O)Nc2ccc(Br)cc2)=C(C#N)C1c1ccc(C)s1 (stereo unspecified),9,4,2.8,-0.1
O=C1OC(c2cccc(Cl)c2Cl)=N/C1=C/c1ccc(Br)cc1,2,4,-0.5,0.5
CC(=O)c1cccc(-c2nc(NCCOc3ccccc3)c3ncn(-c4ccccc4)c3n2)c1,-6,6,0.4,0.1
CN(C)CC#Cc1ccc2c(c1)CC(c1nc3ccc(-c4ccnc(N)n4)cc3[nH]1)CO2 (stereo unspecified),-6,7,-0.4,-0.9
COC(=O)C1=C(O)/C(=C/c2ccccc2OC)SC1=Nc1ccccc1,-11,-12,1.0,-0.1
O=C1CC(N2C(=O)c3ccccc3C2=O)C2COC1O2 (stereo unspecified),4,-3,-0.7,-0.2
CCCN1CCN(C(=O)c2sc3ncn(CC(=O)N4CCCC(C)C4)c(=O)c3c2C)CC1 (stereo unspecified),-1,3,0.0,0.1
Fc1ccc(Nc2nccn3c(-c4ccc5c(c4)OCO5)cnc23)cc1Cl,17,-8,-1.8,0.0
Cc1nc(NCc2cnn(C)c2)sc1-c1ccn(CC2CC2)n1,-19,1,0.5,-0.1
CCOC(=O)N1CC=C2C(C#N)=C(N)C(C#N)(C#N)C(c3cc(OC)ccc3OC)C2C1 (stereo unspecified),0,1,-0.1,-0.2
CCOc1ccc(NC(=O)c2cnn(-c3ccccc3)c2NC(=O)c2cccc(F)c2)cc1,-1,14,0.3,0.6
CC1=C(C#N)c2nc(N)c(C#N)c(C)c2/C1=C\c1ccc(-c2cccc([N+](=O)[O-])c2)o1,-4,-10,-1.2,0.1
Cc1cc(NC(=O)CN(c2cc(Cl)ccc2C)S(C)(=O)=O)ccc1Br,14,0,1.3,0.1
COc1ccccc1NC(=O)Cc1noc(CSc2nc(-c3ccccc3)cs2)n1,1,-2,1.3,0.0

# Additional entries follow.
SMILES,TEAD-YAP inh,MITF primary,GPR151 activ,FBW7 act
O=c1[nH]c2ccccc2c(-c2ccccc2)c1Sc1ncn[nH]1,6,6,0.0,-0.1
COc1ccccc1-c1nnc(SCC(=O)Nc2ccc3c(c2)OCO3)n1-n1cccc1,10,10,1.5,-0.2
CCOc1ccccc1NC(=O)c1c(NC(=O)c2ccc(C)cc2)sc2c1CCCCC2,-9,-4,-0.9,0.0
Fc1ccccc1OCCN1CCN(Cc2ccccc2)CC1,-12,73*,2.3,-0.4
COc1ccccc1/C=C1N=C(/C=C/c2ccc(Cl)cc2)OC/1=O,-3,-5,0.2,-0.2
CC(C)(C)NS(=O)(=O)Cc1ccc(Cl)cc1,2,-9,0.8,-0.2
CN(CCO)c1nc2c(c(=O)n(Cc3ccc(Cl)cc3)c(=O)n2C)n1C,-1,1,-0.2,0.1
COc1ccc(OC)c(-c2cc(Cl)c3c(c2)CC(CNC(=O)CN(C)C)O3)c1 (stereo unspecified),4,12,1.0,-0.3
COc1cccc2c1OC1(C)C(C(=O)Nc3ccc(C)cc3C)C2NC(=S)N1c1cccc(Cl)c1 (stereo unspecified),5,20,0.6,0.1
CN(C)CCNC(=S)Nc1cccc(Cl)c1,0,-10,2.8,0.2
O=C(COc1ccc(Cl)cc1)Nc1ccccc1C(=O)N1CCCC1,1,9,0.2,0.2
CC1CCCC(C)N1C(=O)CCC(=O)O (stereo unspecified),8,12,0.5,0.5
CC(C)CNC(=O)c1cc2nc(-c3cccs3)cc(C(F)(F)F)n2n1,-2,-1,-0.4,-0.2
CCCOc1ccccc1C1C(C#N)=C(N)Oc2n[nH]c(-c3ccc(Cl)cc3Cl)c21 (stereo unspecified),0,2,-1.0,0.0
CC1CCc2nc3sc4c(c3c(N)c2C1)CCCC4 (stereo unspecified),-43,2,0.1,0.5
Cc1cc(=O)oc2cc(OC(C)C(=O)NC(C)(C)C)ccc12 (stereo unspecified),6,-7,2.3,-0.2
Cc1nn(-c2ccccc2)c2oc(=O)c(CCO)cc12,-1,6,-0.4,0.4
C=CCSc1nc2c(cnn2-c2ccc(F)cc2)c(=O)[nH]1,5,-14,-0.2,0.0
Cc1ccc(-c2csc(Nc3ccc(O)c(C(=O)O)c3)n2)cc1,-10,9,0.7,-0.1
CCCc1ccc(C(=O)N2CCC(c3ccnc4nc(C(F)(F)F)nn34)CC2)o1,-6,2,-1.0,0.2
CCCOC(=O)COc1ccc2c3c(c(=O)oc2c1C)CCC3,7,18,0.2,0.1
CC1C(=O)C2(CCCCC2)C(=O)OC1c1ccc(Cl)cc1 (stereo unspecified),9,-1,-0.7,0.1
CCOCCOC(=O)C1=C(C)NC2=C(C(=O)CC(C)(C)C2)C1c1cccc(Cl)c1Cl (stereo unspecified),5,-6,-1.5,0.4
CCCCC[n+]1c(/C=C2\Sc3ccccc3N2CC)ccc2ccccc21,83*,13,3.4,-0.2
O=C(CN1CCOCC1)OCCN=C1NS(=O)(=O)c2ccccc21,2,2,0.4,-0.1
O=C(Nc1ccc(C(=O)N2CCCCC2)cc1)c1cccc(Cl)c1,-19,12,-2.4,0.3
Cc1cc(C(=O)COc2ncnc3sccc23)c(C)n1C,-56,13,-1.5,-0.1
CCCn1c(=O)c(C(=O)Nc2cccc(C)c2C)c(O)c2ccccc21,-18,-14,-1.0,-0.1
COc1ccc(N2CCN(C(=O)CC34CC5CC(CC(C5)C3)C4)CC2)c([N+](=O)[O-])c1,-43,9,0.3,-0.6
Cc1c(C(=O)O)oc2ccc(S(=O)(=O)N3CCN(c4cccc(Cl)c4)CC3)cc12,3,-4,0.2,0.4
CCOC(=O)CSc1nc2c(sc(=S)n2-c2ccc(OCC)cc2)c(=O)n1-c1ccccc1,-10,14,-0.8,0.5
CC(CCc1ccccc1)NCc1ccco1 (stereo unspecified),5,21,0.3,-0.3
CCC(C)C(=O)Nc1ccc(Br)cc1C(=O)O (stereo unspecified),-5,2,-1.7,-0.1
O=[N+]([O-])c1cccc(NCc2ccccc2)c1,-5,-14,0.9,-0.2
COc1ccc2c(C)c(CC(=O)O)c(=O)oc2c1,11,9,-2.0,0.2
CCN(CC1CCCO1)C1CCN(c2ccc(C(=O)NCc3ccccc3F)cc2)CC1 (stereo unspecified),-4,9,0.3,0.0
CCOC(=O)c1cc(-c2cccs2)nc2ccccc12,2,-1,-0.1,0.2

# In the list so far, 13 have fluorine:
SMILES,TEAD-YAP inh,MITF primary,GPR151 activ,FBW7 act
CN1C(=O)C(C)(C)c2cc(S(=O)(=O)NCC(=O)NCc3ccc(F)cc3)ccc21,23,13,0.2,0.2
O=S(=O)(c1ccc(Br)s1)N1CCN(c2cccc(C(F)(F)F)c2)CC1,0,-12,-1.1,0.2
CCC(COC)NC(=O)CCc1nnc(Cc2cccc(C(F)(F)F)c2)o1 (stereo unspecified),-41,-9,-1.4,-0.1
Cn1c(=O)c2c(nc(N3CCNC3=S)n2Cc2ccc(F)cc2)n(C)c1=O,5,1,0.5,0.1
Fc1cc(-c2ccnc(Nc3ccc(-c4ncn[nH]4)cc3)n2)cc(N2CCOCC2)c1,74*,1,2.4,0.5
CCN(CC)C1=NC(C(F)(F)F)(C(F)(F)F)N=C(c2cccc(Cl)c2)O1,6,2,1.1,-0.1
Fc1ccc(Nc2nccn3c(-c4ccc5c(c4)OCO5)cnc23)cc1Cl,17,-8,-1.8,0.0
CCOc1ccc(NC(=O)c2cnn(-c3ccccc3)c2NC(=O)c2cccc(F)c2)cc1,-1,14,0.3,0.6
Fc1ccccc1OCCN1CCN(Cc2ccccc2)CC1,-12,73*,2.3,-0.4
CC(C)CNC(=O)c1cc2nc(-c3cccs3)cc(C(F)(F)F)n2n1,-2,-1,-0.4,-0.2
C=CCSc1nc2c(cnn2-c2ccc(F)cc2)c(=O)[nH]1,5,-14,-0.2,0.0
CCCc1ccc(C(=O)N2CCC(c3ccnc4nc(C(F)(F)F)nn34)CC2)o1,-6,2,-1.0,0.2
CCN(CC1CCCO1)C1CCN(c2ccc(C(=O)NCc3ccccc3F)cc2)CC1 (stereo unspecified),-4,9,0.3,0.0

# Compounds were not picked by outcome; overall some 3.4% were active at least once.
